# Bfl-1 inhibitors = displacement of Bid BH3 peptide from Bfl-1 – biochemical, fluorescence polarization, FITC-Bid, mouse, primary screen (AID 432); FITC-Bid BH3 peptide fluorescence polarization displacement; higher % means a stronger effect; displacement, % at 20 µM, or IC50 in µM where a hit was titrated; actives 0.02% (n = 64,000); in the data active means a potency from the dose series; inactive means the rest, 99 in 100 with displacement below about 15%; further: strong numbers were not always called active
# PMK inhibit = S. pneumoniae PMK inhibition | actives 0.49% (n = 65,000) | purified PMK, PK/LDH-coupled NADH absorbance 340 nm | inhibition, % at 10 µM;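 active means top-ranked compounds by inhibition in the single 10 µM screen, taking a fixed number of the strongest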;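 further: 0% = full reaction with DMSO carrier and 100% = background rate without enzyme reaction; no value below 0 was filed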
# TNAP inhibition = inhibition of tissue-nonspecific alkaline phosphatase – biochemical, luminescent (AID 518) | purified TNAP enzyme, luminescent substrate readout; higher % means a stronger effect | inhibition, % at 20 µM; hits with a dose series show IC50 in µM | actives 0.09% (n = 64,000); in the data active means a potency from the dose series; inactive means the rest, 99 in 100 with inhibition below about 22%;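 further: plate controls were vehicle for no effect and reference inhibitor for full effect; many of its hits are not listed in these tables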
# HPDE-C7K KRASV12 = viability loss of HPDE-C7K cells – cell-based, fluorescence, HTS, primary screen (AID 431). actives 1.7% (n = 63,000). HPDE-C7K KRASV12 cells, Alamar Blue viability, 48 h; higher % means a stronger effect. cytotoxicity, % at 10 µM; hits with a dose series show EC50 in µM;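 active means compounds whose percent cytotoxicity in the single-dose primary screen, scaled between solvent and toxic-drug controls, exceeds 50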;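 further: 0% = DMSO solvent wells and 100% = doxorubicin-treated wells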
# HPDE-C7 cytotoxicity = HPDE-C7 pancreatic duct cell viability loss – fluorescence, HTS (AID 430). HPDE-C7 pancreatic duct cells viability, fluorescence; higher % means a stronger effect. one-dose cytotoxicity, % at 10 µM; EC50 in µM for titrated hits. actives 1.8% (n = 63,000);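 further: cells exposed to compound for 48 hours before viability readout; 0% = vehicle and 100% = reference cytotoxic drug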
# HT1080 viability = cytotoxicity in HT1080 fibrosarcoma cells, cell-based, fluorescence readout (AID 620); HT1080 viability, fluorescence; higher % means a stronger effect; cytotoxicity, % at 10 µM, or EC50 in µM where a hit was titrated; actives 0.42% (n = 87,000);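 further: cells exposed to compound overnight then 4 h with Alamar Blue; 0% = vehicle DMSO and 100% = killing control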
# Spn DPM-DC inh = inhibitors of Streptococcus pneumoniae diphosphomevalonate decarboxylase. purified DPM-DC, PK/LDH coupled NADH fluorescence. calls only at 10 µM. actives 0.49% (n = 65,000);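 active means the 320 compounds with the highest percent inhibition in the single-dose primary screen, excluding strongly autofluorescent ones, cut at about 32% in these data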;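 further: kinetic rate of NADH fluorescence loss reporting ADP formed by the decarboxylase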
# LYP inhibition = inhibition of human PTPN22 tyrosine phosphatase – biochemical, DiFMUP fluorescence, recombinant catalytic domain, 10 µM, primary screen (AID 606); 52,000 tested, under 10 active; recombinant LYP catalytic domain, DiFMUP fluorescence; higher % means a stronger effect; inhibition, % at 10 µM, or IC50 in µM where a hit was titrated;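 active means IC50 under 40 µM in the dose-response test; inactive means IC50 of 40 µM or more, or never dose-tested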
# Spn MK inh = inhibitors of Streptococcus pneumoniae mevalonate kinase; purified MK, PK/LDH-coupled NADH absorbance 340 nm; inhibition, % at 10 µM; actives 0.48% (n = 65,000); AID 555;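 active means ranked among the strongest by inhibition in the single 10 µM screen, a fixed top-ranked set picked for dose follow-up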; further: no value below 0 was filed
# PMK inhibit pilot replicates = second read-out of PMK inhibit, no call of its own (marks repeat the call); inhibition, %; measured here: pilot screen replicates
# Spn MK inh pilot replicates = second read-out of Spn MK inh, no call of its own (marks repeat the call); inhibition, %; measured here: pilot screen replicates
# Spn DPM-DC inh pilot screen % = recorded beside Spn DPM-DC inh, whose call it bears; inhibition, %; measured here: pilot screen trials
# Starred values were filed as active, the others as inactive; i = inactive; x = not tested or not shown. Unless noted, no stated cut-off is given here; in the data, active means cytotoxicity above about 50%; inactive means the rest. Hits appear at their usual frequency; 3.4% or so of the library scored in one or more.
SMILES,Bfl-1 inhibitors,PMK inhibit,TNAP inhibition,HPDE-C7K KRASV12,HPDE-C7 cytotoxicity,HT1080 viability,Spn DPM-DC inh,LYP inhibition,Spn MK inh,others
CCOC(=O)N1CCN(c2c(Nc3cc(C)[nH]n3)c(=O)c2=O)CC1,-1%,5,5%,-4%,-11%,8%,i,-5%,11,
Cc1cc(C)n(-c2ccc(C(=O)OCC(=O)NCc3ccco3)cc2)n1,-2%,0,7%,9%,6%,3%,i,3%,5,
CCOC(=O)c1cccc(NC(=O)Cn2cnc3c2c(=O)n(C)c(=O)n3C)c1,0%,11,20%,8%,-3%,-1%,i,11%,2,PMK inhibit pilot replicates=5.5;Spn MK inh pilot replicates=0.0;Spn DPM-DC inh pilot screen %=0.0
CCc1nc2cc(C)nn2c2nc3ccccc3n12,-4%,4,7%,-12%,-7%,-1%,i,x,5,
O=C(Nc1nc2ccc(S(=O)(=O)N3CCCC3)cc2s1)C1CCCCC1,-6%,0,10%,12%,20%,3%,i,-7%,10,
CCOC(=O)c1c(CN2CCCCC2)n(C)c2cc(Br)c(OC)cc12,-7%,16,11%,17%,8%,25%,i,-1%,9,
CC(NC(=O)CN1CCC(C(N)=O)CC1)c1ccccc1 (stereo unspecified),-4%,19,-3%,-23%,-10%,0%,i,x,0,
CCOC(=O)c1cccnc1SC(CC)C(=O)N1CCOCC1 (stereo unspecified),-2%,20,6%,-2%,7%,6%,i,-7%,1,
CCn1cc(-c2cc(C(F)(F)F)n3nc(C(=O)O)cc3n2)c(C)n1,6%,4,3%,0%,-14%,1%,i,16%,5,
CC(=O)N1CCn2c3c(c(=O)c4cc(C)ccc42)CCC31 (stereo unspecified),2%,0,-1%,-5%,-11%,-6%,i,-10%,4,
CC(=O)Nc1nc2n(n1)C(c1ccccc1)C=C(c1ccccc1)N2 (stereo unspecified),-3%,12,-2%,1%,2%,0%,i,1%,7,
CCOc1ccccc1C(=O)Nc1nccs1,-7%,16,5%,4%,6%,-1%,i,x,9,
COC(=O)c1ccc(OC(=O)C2CC(=O)N(c3ccc(C)cc3C)C2)cc1 (stereo unspecified),7%,2,-3%,-1%,2%,2%,i,5%,4,
Cc1cc(C)c(S(=O)(=O)N(CC(=O)O)C2CCCCC2)c(C)c1,1%,5,10%,27%,13%,-4%,i,16%,8,
Cc1cnnc2c1-c1nonc1CC2,-1%,10,-2%,-1%,-7%,3%,i,x,11,PMK inhibit pilot replicates=9.0;Spn MK inh pilot replicates=1.0;Spn DPM-DC inh pilot screen %=2.0
Cc1cc(N2CCN(C)CC2)nc2ccc(NC(=O)c3ccc4c(c3)OCO4)cc12,5%,0,5%,-2%,-11%,7%,i,7%,9,
COc1ccc(-n2c(SCC(N)=O)nnc2-c2ccccc2F)cc1,-9%,0,9%,-4%,-1%,6%,i,21%,8,
COc1ccc(NC(=O)Nc2cccc(C)n2)cc1,-3%,8,10%,-8%,-27%,-2%,i,0%,10,
O=C(NCc1ccco1)C1c2ccccc2Oc2ccccc21,-2%,13,15%,x,x,0%,i,2%,7,
CCS(=O)(=O)c1nc2ccccc2n1CC(=O)N1CCCCC1,-5%,4,5%,14%,4%,-6%,i,-12%,9,PMK inhibit pilot replicates=1.0;Spn MK inh pilot replicates=3.5;Spn DPM-DC inh pilot screen %=3.0
COc1ccc2[nH]cc(C(=O)CN3CCN(C(=O)c4ccco4)CC3)c2c1,4%,0,9%,8%,1%,8%,i,x,4,
CCC(=O)N(Cc1cc(=O)[nH]c2ccccc12)C1CCCCC1,-3%,9,12%,-14%,-7%,0%,i,-2%,13,
O=C(c1ccccc1NS(=O)(=O)c1ccc(Br)s1)N1CCOCC1,-1%,0,7%,7%,4%,6%,i,-9%,10,
Cc1cccc(N2C(=O)CC(N3CCN(c4cccc(C(F)(F)F)c4)CC3)C2=O)c1 (stereo unspecified),2%,10,11%,0%,6%,17%,i,8%,3,PMK inhibit pilot replicates=0.0;Spn MK inh pilot replicates=1.5;Spn DPM-DC inh pilot screen %=0.0
O=c1[nH]c2ccc(S(=O)(=O)N3CCN(C4CCCCC4)CC3)cc2[nH]c1=O,-9%,11,9%,0%,3%,24%,i,12%,0,PMK inhibit pilot replicates=0.0;Spn MK inh pilot replicates=2.0;Spn DPM-DC inh pilot screen %=0.0

# Ten structures from above, ordered by length of the SMILES, falling:
SMILES,Bfl-1 inhibitors,PMK inhibit,TNAP inhibition,HPDE-C7K KRASV12,HPDE-C7 cytotoxicity,HT1080 viability,Spn DPM-DC inh,LYP inhibition,Spn MK inh,others
Cc1cccc(N2C(=O)CC(N3CCN(c4cccc(C(F)(F)F)c4)CC3)C2=O)c1 (stereo unspecified),2%,10,11%,0%,6%,17%,i,8%,3,PMK inhibit pilot replicates=0.0;Spn MK inh pilot replicates=1.5;Spn DPM-DC inh pilot screen %=0.0
Cc1cc(N2CCN(C)CC2)nc2ccc(NC(=O)c3ccc4c(c3)OCO4)cc12,5%,0,5%,-2%,-11%,7%,i,7%,9,
COC(=O)c1ccc(OC(=O)C2CC(=O)N(c3ccc(C)cc3C)C2)cc1 (stereo unspecified),7%,2,-3%,-1%,2%,2%,i,5%,4,
CCOC(=O)N1CCN(c2c(Nc3cc(C)[nH]n3)c(=O)c2=O)CC1,-1%,5,5%,-4%,-11%,8%,i,-5%,11,
O=C(Nc1nc2ccc(S(=O)(=O)N3CCCC3)cc2s1)C1CCCCC1,-6%,0,10%,12%,20%,3%,i,-7%,10,
CC(=O)N1CCn2c3c(c(=O)c4cc(C)ccc42)CCC31 (stereo unspecified),2%,0,-1%,-5%,-11%,-6%,i,-10%,4,
CC(NC(=O)CN1CCC(C(N)=O)CC1)c1ccccc1 (stereo unspecified),-4%,19,-3%,-23%,-10%,0%,i,x,0,
O=C(NCc1ccco1)C1c2ccccc2Oc2ccccc21,-2%,13,15%,x,x,0%,i,2%,7,
COc1ccc(NC(=O)Nc2cccc(C)n2)cc1,-3%,8,10%,-8%,-27%,-2%,i,0%,10,
CCc1nc2cc(C)nn2c2nc3ccccc3n12,-4%,4,7%,-12%,-7%,-1%,i,x,5,

# The list continues:
SMILES,Bfl-1 inhibitors,PMK inhibit,TNAP inhibition,HPDE-C7K KRASV12,HPDE-C7 cytotoxicity,HT1080 viability,Spn DPM-DC inh,LYP inhibition,Spn MK inh,others
O=C(NCC(c1cccnc1)N1CCN(c2ccccc2F)CC1)c1ccccc1 (stereo unspecified),4%,3,10%,2%,-1%,-1%,i,9%,5,
CCOCCn1c(CN2CCCCC2C)nc2c1c(=O)n(C)c(=O)n2C (stereo unspecified),1%,0,6%,2%,-8%,-3%,i,-3%,7,
OCCNc1nc(-c2cccnc2)nc2ccccc12,-5%,2,0%,-22%,-17%,3%,i,4%,7,
O=C(CSc1nnc(Cc2cccs2)n1Cc1ccco1)Nc1cccc(Cl)c1,-7%,8,12%,4%,-3%,6%,i,6%,9,PMK inhibit pilot replicates=3.5;Spn MK inh pilot replicates=2.5;Spn DPM-DC inh pilot screen %=2.5
O=C(CCCSc1nc2sc3c(c2c(=O)[nH]1)CCC3)NCCCO,0%,10,2%,18%,2%,9%,i,x,10,
Cc1ccoc1C(=O)NCCCNC(=O)c1occc1C,1%,9,-14%,-1%,5%,4%,i,8%,6,
c1ccc(Cc2nnc3sc(-c4cccs4)nn23)cc1,8%,0,11%,1%,2%,1%,i,x,9,
N=c1n(CCO)c2ccccc2n1Cc1ccc(Cl)cc1,-4%,18,13%,-15%,-3%,-4%,i,x,0,
CC(=O)c1ccc(OCC(O)CN2CC(C)OC(C)C2)cc1 (stereo unspecified),x,10,x,x,x,1%,i,15%,4,PMK inhibit pilot replicates=7.0;Spn MK inh pilot replicates=4.5;Spn DPM-DC inh pilot screen %=4.5
COc1cccc(NS(=O)(=O)c2ccc3[nH]cc(C(=O)NCCCOC(C)C)c(=O)c3c2)c1,2%,3,10%,-5%,-12%,0%,i,0%,0,
C#CCN1C(=O)C(O)(CC(=O)c2ccc3c(c2)OCCO3)c2ccccc21 (stereo unspecified),-7%,3,3%,-22%,-25%,-32%,i,-10%,7,
CC(C)n1c(SCc2ccccc2F)nc2c1c(=O)n(C)c(=O)n2C,0%,7,3%,10%,-8%,-16%,i,5%,7,
COC(=O)c1sc(N)c(C(=O)OC)c1CSc1nc2sc3c(c2c(=O)n1C)CCC3,-6%,0,5%,23%,3%,x,i,x,7,PMK inhibit pilot replicates=3.0;Spn MK inh pilot replicates=0.0;Spn DPM-DC inh pilot screen %=0.0
COc1ccc(OC)c2[nH]c(=O)c(CCNC(=O)c3ccc(Br)o3)cc12,x,21,x,x,x,26%,i,0%,0,
Cc1nn(Cc2ccccc2)c(Cl)c1C(=O)NCc1ccc(C)n1C,4%,15,12%,2%,1%,9%,i,7%,1,
c1ccc(-c2nnc(-c3ccco3)n2-c2ccccc2)cc1,12%,17,12%,-6%,-20%,8%,i,7%,4,PMK inhibit pilot replicates=0.0;Spn MK inh pilot replicates=0.0;Spn DPM-DC inh pilot screen %=0.5
O=C(CSc1nnc(CNC(=O)c2ccccc2F)o1)c1ccc(Cl)cc1,-10%,4,12%,2%,0%,x,i,-7%,0,
Cn1c(NC(=O)C2CCCO2)cc(=O)n(C)c1=O (stereo unspecified),5%,12,6%,2%,-2%,0%,i,12%,7,
CS(=O)(=O)c1nncn1-c1ccccc1,x,0,x,x,x,-8%,i,x,8,
O=C(NCCN1CCOCC1)c1ccc2c(c1)ncn2C1CCCC1,-4%,9,1%,6%,0%,9%,i,x,5,
CCOc1ccccc1-n1c(SCC(=O)NCc2ccco2)nnc1-c1ccncc1,-4%,14,9%,-9%,-15%,0%,i,-9%,9,PMK inhibit pilot replicates=1.5;Spn MK inh pilot replicates=0.5;Spn DPM-DC inh pilot screen %=7.5
COc1ccc(S(=O)(=O)N(C)CC(=O)N2CCOCC2)cc1Cl,-11%,0,5%,40%,6%,5%,i,-3%,3,
Cc1cc(C)n2nc(SCc3nc4ccccc4[nH]3)nc2n1,-15%,3,18%,13%,5%,5%,i,12%,3,PMK inhibit pilot replicates=0.0;Spn MK inh pilot replicates=2.0;Spn DPM-DC inh pilot screen %=0.0
CC1Cc2ccccc2N1C(=O)CSCC(=O)O (stereo unspecified),-9%,14,10%,2%,-2%,-8%,i,5%,6,
COc1ccc(OC)c2c(C)cc(N3CCCN(C)CC3)nc12,-5%,0,-1%,3%,-19%,x,x,8%,1,
CC(C(=O)NC1CCCc2ccccc21)N1CCN(Cc2ccc3c(c2)OCO3)CC1 (stereo unspecified),-4%,14,10%,-1%,-1%,15%,i,7%,0,
COc1ccc(-n2cnc3c(sc4nccc(N(C)C)c43)c2=O)cc1,-3%,1,2%,4%,7%,4%,i,12%,6,
CC1CCCCC1NC(=O)c1nnc(Cc2ccc(Cl)cc2)o1 (stereo unspecified),1%,2,3%,7%,6%,-2%,i,4%,4,

# Bioassay records from PubChem.
